# aSyn tox rescue: alpha-synuclein toxicity suppression in yeast; S. cerevisiae alpha-synuclein toxicity rescue, BacTiter-Glo growth, 24 h; Potency, µM (titrated, usually from 46.1 µM), for the others: at the highest dose growth rescue (activation), most hits filed as activators; hit rate 0.02% among 94,000; active = well fitted activation curve with a large enough effect; inconclusive = small, poorly fitted or top-dose-only effect; note: 0% is about no effect
#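 Growth restoration measured by BacTiter-Glo luminescence after 24 hr at 30 deg C; alpha-synuclein yeast, raffinose-pregrown to mid-log, were added at OD600=0.02 in galactose medium onto pinned compounds.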
# Numbers without * were called inactive; ? = inconclusive; [ ] = another dose, or the depositor's remark. Potency is the fitted concentration of half-maximal effect. A portion of the library; rates above refer to the full screens.
SMILES,aSyn tox rescue
O=C(NC1CCCCC1)C(c1ccccn1)N(C(=O)c1csnn1)C1CC1 (stereo not given),-3%
CN(C(=O)COC(=O)CCCN1C(=O)c2cccc3cccc(c23)C1=O)C1CCS(=O)(=O)C1 (stereo not given),-43%[inhibitor]
COc1ccc(NC(=O)C2CCCN(S(=O)(=O)c3c(C)[nH]c(=O)[nH]c3=O)C2)c(OC)c1 (stereo not given),3%
Cc1cccc(S(=O)(=O)c2cn(C)c3cc(N4CCN(c5ccccc5)CC4)c(F)cc3c2=O)c1,-7%
Cc1ccc(OCC(=O)Nc2cc3nn(-c4ccccc4)nc3cc2C)cc1,-2%
O=C(Nc1ccc2c(c1)N(C1CCCC1)C(=O)c1ccccc1S2)c1cccc(F)c1,-6%
CC1(C(=O)NC2CCCCC2)Cc2ccccc2C(=O)N1Cc1ccc(F)cc1 (stereo not given),-8%
CCOc1ccc(-n2c(-c3ccccc3)c(C)n3c4c(=O)n(C)c(=O)n(C)c4nc23)cc1,-3%
COc1ccc(Cn2ccnc2SCC(=O)Nc2ccc3c(c2)OCCO3)cc1,3%
O=C(c1ccc(=O)[nH]n1)N1CCN(S(=O)(=O)c2ccc3ccccc3c2)CC1,-9%
O=C1Cc2cc(S(=O)(=O)Nc3ccc(OC(F)(F)F)cc3)cc3c2N1CCC3,-8%
COc1ccc(C)cc1NC(=O)c1oc2ccc(S(=O)(=O)N3CCCCC3)cc2c1C,-10%
O=C(COc1ccccc1)NCCc1csc(-c2ccc(Cl)cc2)n1,?
COc1ccc(-c2nnc(SCC(=O)N3CCC(C)CC3)o2)cc1,5%
CCCn1c(CCNC(=O)c2ccco2)nc2ccccc21,-5%
C[C@@H]1CCCCO[C@H](CN(C)C(=O)Nc2ccc(C(F)(F)F)cc2)[C@@H](C)CN([C@H](C)CO)C(=O)c2cc(NC(=O)c3ccncc3)ccc2O1,-3%
COc1cccc(CNC(=O)C(Cc2ccccc2)n2cccc2)c1 (stereo not given),-4%
CCc1ccc(NC(=O)Cn2c(=O)n(Cc3nc(C)no3)c(=O)c3cc4c(cc32)OCO4)cc1,-1%
O=C(Cn1cc(SCc2c(F)cccc2Cl)c2ccccc21)N1CCCCC1,-2%
CCOc1ccccc1NC(=O)C(OC(=O)c1cnc(C)cn1)c1ccccc1 (stereo not given),10%
Cc1cc(C)c2c(CC(=O)Nc3ccc(S(=O)(=O)N4CCCCC4)cc3)coc2c1,3%
O=S(=O)(Nc1ccc(-c2nc3cccnc3s2)cc1)c1ccccc1F,6%
CCN1CCN(c2c(C(=O)c3ccc(OC)cc3)cnc3ccccc23)CC1,2%
Cc1cc(C)cc(-n2ccn(CC(=O)Nc3cc(C)ccc3C)c(=O)c2=O)c1,-3%
Cc1oc2ncnc(N3CCOCC3)c2c1C(=O)NCc1ccccc1,30%
Cc1ccc(S(=O)(=O)N2C[C@H]3[C@H]4C(=O)N(c5ccccc5)C(=O)[C@H]4C[C@H](OC(=O)NC4CC4)[C@@]3(O)C2)cc1,1%
COc1ccc(CN(C(=O)Nc2cc(C)ccc2C)C2CCN(C(C)=O)CC2)cc1,5%
CCCSc1nnc2n(-c3cccc(C)c3)c(=O)c3c4c(sc3n12)CCCC4,-13%
CCOC(=O)c1cc(-c2ccccc2)n(CC(=O)N(C)c2ccc(OC)cc2)c1C,8%
COc1ccc(C2C=C(c3ccccc3)Nc3nc(NC(=O)/C=C/c4ccccc4)nn32)cc1 (stereo not given),-7%

# 7 entries out of the list, ordered by molar mass, high to low.
SMILES,aSyn tox rescue
O=C(Cn1cc(SCc2c(F)cccc2Cl)c2ccccc21)N1CCCCC1,-2%
CCCSc1nnc2n(-c3cccc(C)c3)c(=O)c3c4c(sc3n12)CCCC4,-13%
COc1ccc(CN(C(=O)Nc2cc(C)ccc2C)C2CCN(C(C)=O)CC2)cc1,5%
CCOc1ccccc1NC(=O)C(OC(=O)c1cnc(C)cn1)c1ccccc1 (stereo not given),10%
O=S(=O)(Nc1ccc(-c2nc3cccnc3s2)cc1)c1ccccc1F,6%
Cc1cc(C)cc(-n2ccn(CC(=O)Nc3cc(C)ccc3C)c(=O)c2=O)c1,-3%
Cc1oc2ncnc(N3CCOCC3)c2c1C(=O)NCc1ccccc1,30%

# The results go on:
SMILES,aSyn tox rescue
CCOC(=O)c1c(S(=O)(=O)N2CCC(C(=O)NCc3ccccc3Cl)CC2)c(C)n(C)c1C,5%
CCOC(=O)N1CCc2c(sc3c2C(=O)NC(c2cc(OC)c(O)c(OC)c2)N3)C1 (stereo not given),-11%
CC1CC(C)CN(C(=O)CCNC(=O)Cn2cnc3ccccc3c2=O)C1 (stereo not given),1%
COC(=O)c1ccccc1NC(=O)CSc1nc2ccccc2nc1Cc1ccccc1OC,-13%
Cc1cccc(-n2nnc(-c3nc(-c4ccccc4)no3)c2N)c1C,6%
Cc1cc(Sc2nc(NC(C)(C)C)nc(N3CCOCC3)n2)nc(Cl)n1,-6%
COc1ccc(CCNC(=O)c2c(O)c3cc(OC)c(OC)cc3[nH]c2=O)cc1OC,-11%
Cc1ccc(CCNC(=O)CS(=O)Cc2nc(-c3ccccc3Cl)oc2C)cc1 (stereo not given),3%
CCOc1ccc(CNC(=O)C2CCN(S(=O)(=O)c3cn(C)cn3)CC2)cc1OC,-9%
COC(=O)c1scc(-c2ccccc2)c1S(=O)(=O)Nc1ccc(C)c(Cl)c1,?
Cc1cccc(N2CCN(S(=O)(=O)c3ccc4oc(=O)c5ncn(C)c5c4c3)CC2C)c1 (stereo not given),-7%
CCOC(=O)c1ccc(N2C(=O)c3[nH]nc(-c4ccc(OC)cc4)c3C2c2ccc(C)cc2)cc1 (stereo not given),4%
CNC[C@H]1OCc2ccccc2-c2ccccc2C(=O)N([C@@H](C)CO)C[C@H]1C,2%
Cc1nc2c([N+](=O)[O-])c(C)c(C)cc2[nH]1,-8%
CCC(C(=O)NCc1ccc(OC)c(OC)c1)n1nc(C)c2c(C)n(-c3ccc(C)cc3)nc2c1=O (stereo not given),-15%
O=C1CC(C(=O)Nc2cccc(F)c2)n2c(nc3ccccc32)N1 (stereo not given),-9%
Cc1ccc(NC(=O)CN(C)S(=O)(=O)c2ccc3nc(C)sc3c2)c(C)c1,-5%
CC(=O)N1CCc2cc(CNS(=O)(=O)c3ccc(Cl)s3)ccc21,5%
COc1ccccc1Cn1c(C2CC(=O)N(c3ccccc3OC)C2)nc2ccccc21 (stereo not given),9%
CCC(CC)C(=O)N1N=C(c2ccc(NS(C)(=O)=O)cc2)CC1c1ccccc1 (stereo not given),4%
Cc1ccc(N2CCN(CC(O)COc3cccc(C)c3)CC2)cc1 (stereo not given),12%
Cc1cccc(OCC(=O)NCC2(N3CCN(C)CC3)CCCCC2)c1,7%
O=S(=O)(NC(=S)NC1CCCCC1)c1ccc(Br)cc1,-12%
CCSc1oc(-c2cccs2)nc1S(=O)(=O)c1ccc(Br)cc1,25%
O=C(CSc1nnc(-c2ccc(Cl)cc2)o1)N1CCc2ccccc21,0%
CCc1cccc(NC(=O)c2cc3c(=O)[nH]c4ccccc4c3n2C)c1,-10%
CCOC(=O)C1=C(C)NC(=NC)SC1c1ccccc1 (stereo not given),-4%
Cc1ccc(-c2noc(C3CCCN(C(=O)c4ccc(Cl)cc4)C3)n2)o1 (stereo not given),15%
Cc1ncoc1C(=O)N1CCCC(C(=O)c2cccc3ccccc23)C1 (stereo not given),-1%
COc1ccc(CCNC(=O)CCc2cn(Cc3ccc(C)cc3)c3ccccc23)c(OC)c1OC,-2%

# Given with bars between the fields: entries from further up.
Molecule | aSyn tox rescue
COc1ccccc1Cn1c(C2CC(=O)N(c3ccccc3OC)C2)nc2ccccc21 (stereo not given) | 9%
CCC(CC)C(=O)N1N=C(c2ccc(NS(C)(=O)=O)cc2)CC1c1ccccc1 (stereo not given) | 4%
Cc1ccc(N2CCN(CC(O)COc3cccc(C)c3)CC2)cc1 (stereo not given) | 12%

# (next part)
SMILES,aSyn tox rescue
Cc1ccc(S(=O)(=O)NCCC(=O)OCC(=O)NC(=O)c2cccn2C)cc1,1%
CC(C)c1nnc(NC(=O)c2cc3cc(Br)ccc3oc2=O)s1,8%
Cc1cccc(-c2nc3c(cnn3-c3ccccc3)c(=O)n2-c2ccc(Cl)cc2)c1,15%
Cc1cccnc1NC(=O)c1cccc(S(=O)(=O)N2CCCC2)c1,-4%
CCOC(=O)c1c(C)[nH]c(C)c1S(=O)(=O)N1CCCC(C(=O)Nc2ccc(OC)c(Cl)c2)C1 (stereo not given),0%
Cc1cc(-n2c(C)nc3ccccc3c2=O)ccc1NC(=O)c1cccc([N+](=O)[O-])c1,2%
CCCCOc1ccc2c(c1)C(=O)c1cc(O)ccc1-2,-18%
Cc1cc(C)c2oc(C(=O)Nc3ccc(S(=O)(=O)N4CCC(C)CC4)cc3)cc(=O)c2c1,-1%
COc1ccc(CCNC(=O)CCc2c(C)nc3c(c(C)nn3-c3ccccc3)c2C)c(OC)c1,-2%
O=C(Nc1cc(Cl)ccc1O)c1cc(-c2ccco2)on1,2%
CCCCCCCCCC1NC(C(=O)O)Cc2c1[nH]c1ccccc21 (stereo not given),-12%
COc1ccc(N2CCN(CCCNC(=O)c3cnn(-c4ccc(F)cc4)c3-n3cccc3)CC2)cc1,-6%
Cc1cccc(NC(=O)CSc2nc3ccccc3nc2N2CCOCC2)c1C,-3%
CCc1ccc(C(=O)c2cn(CC(=O)Nc3ccc(F)cc3)c3ccc(OC)cc3c2=O)cc1,-2%
COc1cc2c3c(c1)C(C)CC(C)(C)N3C(=O)C2=O (stereo not given),-9%
COc1ccc(N2CCN(C(=O)C3CCN(S(=O)(=O)c4cccc5nonc45)CC3)CC2)cc1,12%
CC(=O)c1ccc(NC(=O)COc2ccc3c(c2)OCO3)cc1,5%
Cc1ccc(CNC(=O)CCc2nnc3n(C)c(=O)c4sccc4n23)cc1,-3%
COC(=O)[C@@H](NC(=O)N1CCC(C)CC1)C(C)C,-4%
CC(C)Cn1c(=O)c2ccccc2n2c(CCC(=O)Nc3ccc(F)cc3)nnc12,0%
COC(=O)c1c(-c2cccs2)csc1NC(=O)COc1ccc(C(C)(C)C)cc1,-9%
N=c1c(C(=O)NC2CCCCC2)cc2c(=O)n3ccccc3nc2n1CC1CCCO1 (stereo not given),?
CCc1ccc(N(CC)C(=O)Cn2cnc3sc(C)c(S(=O)(=O)N4CCN(c5ncccn5)CC4)c3c2=O)cc1,3%
Cc1cc(NC(=O)CSCC(=O)Nc2ccccc2N2CCCCC2)no1,-9%
O=C(COC(=O)c1ccc(O)cc1)Nc1cccc(S(=O)(=O)NC2=NCCCCC2)c1,0%
O=C(CSc1ccc([N+](=O)[O-])cn1)Nc1ccc(N2CCOCC2)cc1,0%
COc1cc(OC)c(NC(=O)c2cccc(F)c2)cc1Cl,0%
COc1ccc(C(=O)N2CCN(C(=O)COc3ccc(C)cc3)CC2)cc1OC,-7%
N#Cc1cc2c(ccc3ccccc32)oc1=O,-27%
O=C(NCCc1csc(-c2ccc(F)cc2)n1)c1ccco1,-4%
Cc1ccc(O)c(NC(=O)CCSc2nc(-c3ccco3)cc(C(F)(F)F)n2)c1,8%
CCN(CC(=O)NCc1ccc(Cl)cc1)C(=O)COc1ccc(Cl)cc1Br,?
COc1ccc(NC(=O)CSc2nc3ccccc3nc2N2CCCC2)cc1,-6%
Cc1ccc(S(=O)(=O)c2nnn3c2nc(NC(C)C)c2sccc23)cc1,-16%
COc1ccc(CCNC(=O)Cn2c(=O)c3cccn3c3ccc(F)cc32)c(OC)c1,-7%
COc1ccc(CNC(=O)[C@H](Cc2c[nH]c3ccccc23)NC(C)=O)cc1OC,-10%
COc1ccccc1CNC(=O)CCn1c(=O)c2ccccc2n(CC(=O)Nc2cc(Cl)ccc2C)c1=O,-4%
Cc1ccc2[nH]c(=O)c3cc(C(=O)N(C)c4ccccc4C)sc3c2c1,6%
CC(=O)c1ccc(NC(=O)c2cc(-c3ccc4c(c3)OCO4)on2)cc1,-2%
CCOC(=O)c1ccc(NC(=O)C2CCN(S(=O)(=O)c3ccc4c(c3)CCCC(=O)N4)CC2)cc1,5%
O=[N+]([O-])c1cc(/C=N/N/C(=N/c2ccccn2)c2ccccn2)ccc1O,2%
CC(Sc1nncs1)C(=O)Nc1ccc2c(c1)OCCO2 (stereo not given),-1%
O=C(Cn1cnc2c(nnn2-c2cccc(Cl)c2)c1=O)N1CCOCC1,0%
O=C(NCC(c1cccs1)S(=O)(=O)c1cccs1)c1cccc(F)c1 (stereo not given),1%
Cc1ccc(C(=O)NCc2ccc(N(C)C)cc2)cc1NC(=O)c1nsc2ccccc12,0%

# Some of the entries above, set out differently.
Compound | aSyn tox rescue
Cc1ccc2[nH]c(=O)c3cc(C(=O)N(C)c4ccccc4C)sc3c2c1 | 6%
Cc1ccc(CNC(=O)CCc2nnc3n(C)c(=O)c4sccc4n23)cc1 | -3%

# Next part.
SMILES,aSyn tox rescue
CCOc1ccc(S(=O)(=O)NCCC(=O)OCC(=O)c2ccc(NC(C)=O)cc2)cc1,0%
COc1cc(OC)c(NC(=O)Cc2ccc(-n3c(C)nc4cccnc43)cc2)cc1Cl,-10%
Clc1ccc(CN2CCN(/N=C/c3ccco3)CC2)cc1,6%
C/C(=N\NC(=O)c1nnn(-c2nonc2N)c1CN1CCC(C)CC1)c1ccc(Br)cc1,4%
CCOC(=O)Cn1c(=O)cc(C(F)(F)C(F)(F)F)c2c(C)nn(CC)c21,-9%
CCC(C)NC(=O)Cn1c(=O)n(Cc2ccc(C(=O)NCCCOC)cc2)c(=O)c2ccccc21 (stereo not given),2%
CC(C)N(Cc1nc(-c2ccccc2)no1)C(=O)c1ccc(Cl)cc1,5%
O=C(CN1C(=O)CCc2cc(S(=O)(=O)N3CCOCC3)ccc21)NCc1ccccc1Cl,5%

# Screens deposited in PubChem by National Center for Advancing Translational Sciences (NCATS).
